High-throughput results: PubChem, several laboratories
SKKanGAS inh: blocks kanamycin growth of S. pyogenes SKKanGAS strain; inhibition, % at 7.5 µM; BacTiter-Glo, 6 h; hit rate 1.3% among 300,000;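 active means mean replicate score, as percent of positive control median, at least 50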;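 further: strain carries kanamycin resistance gene driven by streptokinase promoter and grows in 40 µg/ml kanamycin; loss of luminescence reflects streptokinase promoter inhibition or plain growth inhibition; 0% = median of DMSO wells and 100% = positive control at its reference dose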
TRPC6 activator: mouse TRPC6 channel activation; Q61143; HEK293-TRPC6 membrane potential dye fluorescence; hits give high values; B-score at 10 µM; hit rate 0.13% among 310,000; AID 2550;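 active means B-score of the integrated fluorescence ratio above library mean plus 3 SD, and starting fluorescence ratio within library mean plus 5 SD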;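 further: higher score means more depolarization so channel activation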
TRPC6 inhibitor: blocks the mouse TRPC6 cation channel; HEK293-TRPC6, membrane potential dye, ACh-evoked depolarization; hits give low values; hit rate 1.1% among 310,000; B-score at 10 µM;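 active means B-score under library mean minus 3 SD, initial fluorescence not abnormally high, positive integrated signal ratio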;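 further: B-score derived from integrated fluorescence ratio over the kinetic read; more negative B-score means stronger inhibition of depolarization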
MrgX1 ag: human MrgX1 receptor agonism, primary screen; Q96LB2; MrgX1-HEK293 cells, Fluo-4 calcium fluorescence, agonist mode; hits give high values; B-score at 10 µM; hit rate 0.44% among 310,000; AID 588627;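 active means calcium response B-score plate-corrected fluorescence ratio at least 3 library SD, with starting fluorescence B-score inside 5 SD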
Target sequence (Q96LB2 whole entry, looked up): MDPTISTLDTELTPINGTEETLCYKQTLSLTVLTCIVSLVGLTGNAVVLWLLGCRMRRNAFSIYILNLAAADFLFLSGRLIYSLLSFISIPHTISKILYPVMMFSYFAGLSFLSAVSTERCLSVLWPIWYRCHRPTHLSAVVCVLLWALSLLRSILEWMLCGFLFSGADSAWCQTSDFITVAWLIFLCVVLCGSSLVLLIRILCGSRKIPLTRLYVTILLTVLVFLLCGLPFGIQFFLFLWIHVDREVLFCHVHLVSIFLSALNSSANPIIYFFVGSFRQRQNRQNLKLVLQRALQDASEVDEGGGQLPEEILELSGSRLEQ
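Material: MrgX1-expressing HEK293 cells; input: 15,000 cells per well; doses: test compound given as first of three sequential additions; schedule: overnight plating before 1 h dye loading; technique: Fluo-4 NW calcium-flux fluorescence, kinetic read; evaluation: baseline-normalised fluorescence change ratio, B-scored; control set: plate-wise positive and negative controls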
TRPC4 potent: TRPC4 (mouse) allosteric potentiation; Q9QUQ5; HEK293 TRPC4beta/mu-opioid, DAMGO EC20, Fluo-4 Ca2+ flux; hits give high values; B-score at 10 µM; hit rate 0.42% among 310,000;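 active means B-score of calcium response area above 5 SD of library B-scores, with initial fluorescence ratio within 5 SD of library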;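 further: B-score of integrated fluorescence ratio over time as area under calcium response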
TRPC4 act: TRPC4 (mouse) channel activation; hit rate 0.49% among 310,000; B-score at 10 µM; HEK293 TRPC4beta/mu-opioid, Fluo4 calcium fluorescence; hits give high values;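 active means B-score above 5 SD of library B-scores, and initial fluorescence ratio not above library mean plus 5 SD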;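 further: positive B-score marks a calcium rise read as TRPC4 activation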
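system = HEK293 cells stably co-expressing mouse TRPC4beta and mu-opioid receptor | schedule = Fluo4 dye loading 45 min at room temperature, 110 s recording | measure = B-scored integrated calcium fluorescence ratio | signal = Fluo4 calcium-sensitive dye fluorescence, kinetic, 1 Hz baseline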
TRPC4 inh: TRPC4 (mouse) channel inhibition | Q9QUQ5 | HEK293 TRPC4beta/mu-opioid, DAMGO-evoked Fluo4 calcium flux; hits give low values | B-score at 10 µM | hit rate 0.39% among 300,000;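 active means B-score over 3 SD under the library average, no early fluorescence shift, positive overall ratio signal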
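Assay system – HEK293 line stably carrying TRPC4beta and mu-opioid receptor · Doses – single dose · Detection – Fluo4 calcium-dye fluorescence, kinetic read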
TMEM16A act: activates or potentiates the mouse TMEM16A chloride channel; hit rate 0.3% among 340,000; B-score at 10 µM; AID 623877; HEK293 TMEM16A/YFP-H148Q/I152L, iodide quench fluorescence; hits give low values; Q8BHY3;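 active means fluorescence-ratio B-score plate-corrected deviation score at least 3 library SD below zero, with starting fluorescence score within 5 deviations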;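 further: channel opened by trigger with iodide after compound preincubation; score built on the fluorescence ratio of max minus min over baseline; more negative score means more quench and so TMEM16A activation or potentiation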
MrgX1 antag: blocks BAM8-22 activation of human MrgX1 receptor; Q96LB2; hit rate 1.3% among 310,000; B-score at 10 µM; MRGX1-HEK293 calcium flux, Fluo-4, BAM8-22 antagonism; hits give low values;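 active means calcium-response B-score plate-corrected more than 3 library SD below zero, starting fluorescence within 5 deviations, no agonist response on first addition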;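 further: peak minus trough fluorescence over baseline after final BAM8-22 challenge near maximal dose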
MrgX1 PAM: human MrgX1 positive allosteric modulation, primary screen | AID 588675 | hit rate 0.63% among 310,000 | MrgX1-HEK293, Fluo-4 calcium flux, FDSS; hits give high values | B-score at 10 µM | Q96LB2;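 active means plate-corrected calcium response at least 3 library SD above typical, normal starting fluorescence, not activating the receptor alone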;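 further: compound read alongside a low EC10 to EC30 dose of BAM8-22 agonist; peak minus trough fluorescence over baseline measured at the second addition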
ANO1 block: inhibitors of mouse TMEM16A calcium-activated chloride channel; Q8BHY3; HEK293 TMEM16A/YFP iodide influx fluorescence, ionomycin; normalized B-score (activity score, 25-100; higher = stronger inhibition) at 10 µM; hit rate 1.2% among 310,000; AID 588511;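 active means ratio plate-corrected score three or more library SD toward inhibition, starting fluorescence score within five deviations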;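 further: score derived from kinetic fluorescence span divided by baseline fluorescence per well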
* marks the source's active call; other numbers are inactive results; i = inactive; nt = not tested or not shown.

entry	Structure	SKKanGAS inh	TRPC6 activator	TRPC6 inhibitor	MrgX1 ag	TRPC4 potent	TRPC4 act	TRPC4 inh	TMEM16A act	MrgX1 antag	MrgX1 PAM	ANO1 block
1	COc1ccc(CCNC(=O)C2CCCN(c3nc4ccccc4s3)C2)cc1OC (stereo not given)	5.0	i	i	i	i	i	i	i	i	i	i
2	CN(Cc1ccccc1)C(=O)COC(=O)c1ccc2c(c1)OCO2	-2.9	i	i	i	i	i	i	i	i	i	i
3	Cc1cccc(NC(=S)NC(=O)c2ccc(Br)o2)c1C	2.5	i	i	i	i	i	i	i	i	i	i
4	COc1cccc(C(=O)NCC(=O)OCC(=O)c2ccccc2)c1	-4.0	i	i	i	i	i	i	i	i	i	i
5	CC(=O)c1c(N2CCN(C)CC2)nc(=S)n(Cc2ccccc2)c1C	-1.7	i	i	i	i	i	i	i	i	i	i
6	Cc1cc(=O)nc2c3ccccc3n(CC(=O)NCCCN3CCCCC3C)n12 (stereo not given)	-0.4	i	i	i	i	i	i	i	i	i	i
7	COc1ccc(C(=O)CSc2nc3nc(C)cc(C)n3n2)cc1OC	-4.5	i	i	i	i	i	i	i	i	i	i
8	Cc1cccc(/C(N)=N/OC(=O)c2ccc(F)cc2)c1	-4.5	i	i	i	i	i	i	i	i	i	i
9	COC(=O)c1ccc2c(=O)n(CCCCCC(=O)NCc3ccccn3)c(=O)[nH]c2c1	0.8	i	i	i	i	i	i	i	i	i	i
10	CC(=O)c1c(C)nc(-c2ccc(OCC(=O)Nc3cccc(C)c3C)cc2)n1O	9.9	i	i	i	i	i	i	i	i	i	i
11	O=C(NCCCn1ccnc1)C1CCCN(S(=O)(=O)c2cc(Cl)ccc2Cl)C1 (stereo not given)	2.8	i	i	i	i	i	i	i	i	i	i
12	Cc1onc(-c2ccccc2Cl)c1C(=O)NCCn1c(C)cc2ccccc21	7.8	i	i	i	i	i	i	i	i	i	i
13	O=C(NC(=S)Nc1ccc(Cl)cc1)c1cncc(Br)c1	0.8	i	i	i	i	i	i	i	i	i	i
14	O=C(CNC(=O)c1ccc(N2C(=O)c3ccccc3C2=O)cc1)OCC(=O)c1cccc2ccccc12	11.2	i	i	i	i	i	i	i	i	i	i
15	CN(C(=O)c1ccc(=O)[nH]c1)C1(C(=O)NC2CCCCC2)CCCCC1	1.8	i	i	i	i	i	i	i	i	i	i
16	CC1CCCCN1S(=O)(=O)c1ccc(C(=O)N2CCOCC2)cc1 (stereo not given)	-5.5	i	i	i	i	i	i	i	i	i	i
17	CCN(CC)S(=O)(=O)c1ccc(N2CCOCC2)c(NC(=O)c2cc(C)cc(C)c2)c1	8.2	i	i	i	i	i	i	i	i	i	i
18	Cc1cccc(N2CCN(C(=O)C3CCN(c4ncnc5c4nc4n5CCCCC4)CC3)CC2C)c1 (stereo not given)	6.0	i	i	i	i	i	i	i	i	i	i
19	O=C(c1cc2ccccc2oc1=O)N1CCN(c2ncccn2)CC1	2.2	i	i	i	i	i	i	i	i	i	i
20	CC(=O)O[C@@H]1[C@H]2[C@@H](C[C@@H](C)[C@@H]3CCC(=O)[C@@]13C)OC(=O)[C@@H]2C	3.3	i	i	i	i	i	nt	i	i	i	i
21	COc1ccc(NC(=O)c2ccc(-n3nc(C)cc3C)cc2)cc1OC	-3.2	i	i	i	i	i	i	i	i	i	i
22	Cc1cccc(C(=O)Nc2cc(Cl)ccc2-n2cncn2)c1[N+](=O)[O-]	8.5	i	i	i	i	i	i	i	i	i	i
23	O=C(O)c1ccc(-c2nc3scc(-c4ccccc4)c3c(=O)[nH]2)cc1	0.5	i	i	i	i	i	i	i	i	i	i
24	O=C1C(Cc2ccc(F)cc2)SC(=Nc2ccccc2)N1c1ccccc1 (stereo not given)	-11.4	i	i	i	i	i	i	i	i	i	i
25	COc1ccc(Br)cc1CN(C)C(C)C(=O)Nc1cc([N+](=O)[O-])ccc1OC (stereo not given)	-6.4	i	i	i	i	i	i	i	i	i	i
26	O=C1CC2(CCN(C(=O)c3c(F)cccc3Cl)CC2)Oc2ccccc21	-8.5	i	i	i	i	i	i	i	i	i	i
27	CCCN(c1ccccc1F)S(=O)(=O)c1c[nH]c(C(=O)OC)c1	-4.6	i	i	i	i	i	i	i	i	i	i
28	Fc1ccc(NC(=S)N2CCCCC2)cc1	1.1	i	i	i	i	i	i	i	i	i	i
29	CC(C)N1CCN(Cc2ccc(Sc3nncn3C)o2)CC1CCO (stereo not given)	-5.6	i	i	i	i	i	i	i	i	i	i
30	CCc1cc(=O)oc2cc(C)c(CN3CCCCC3)c(O)c12	-0.2	i	i	i	i	i	i	i	i	i	i
31	COC1CCN(C(=O)c2ccc(OC3CCN(CCc4ccccc4)CC3)cc2)CC1	-0.5	i	i	i	i	i	i	i	i	i	i
32	Cn1c(=O)oc2cc(S(=O)(=O)NCCc3ccccc3)ccc21	0.9	i	i	i	i	i	i	i	i	i	i
33	CCCc1sc(N/N=C/c2ccccn2)nc1-c1ccc(F)cc1	95.9*	i	i	i	i	i	i	i	i	i	i
34	CCN(CC)C(=O)CSc1nc2sc(C)c(C)c2c(=O)[nH]1	-5.6	i	i	i	i	i	i	i	i	i	i
35	CCN(CC)c1ccc(C=C2C(=O)OC3(CCCCC3)OC2=O)cc1	5.9	58.8*	i	33.1*	i	i	i	i	i	i	i
36	CCOc1ccc(OCCC(=O)OCC(=O)Nc2ccc(C)c(S(=O)(=O)N3CCCCC3)c2)cc1	6.8	i	i	i	i	i	i	i	i	i	100*
37	Cc1cc(N2CCCC2)ccc1NC(=O)COc1cccc(C(F)(F)F)c1	2.1	i	i	i	i	i	i	i	i	i	i
38	Cc1ccc(NC(=S)NCc2ccc(Cl)cc2)c(OC(F)F)c1	12.6	i	i	i	i	i	i	i	i	i	i
39	Cc1cccc(C)c1NC(=O)C1(NC(=O)C2CCC(=O)N2)CCCCC1 (stereo not given)	7.5	i	i	i	i	i	i	i	i	i	i
40	CCCCCCn1nc(C(=O)Nc2nc3c(s2)CCCC3)c2ccccc2c1=O	34.7	i	i	i	i	i	i	i	i	i	i
41	O=C(NC(=S)N1CCN(c2ccc([N+](=O)[O-])cc2)CC1)c1ccccc1F	3.1	i	i	i	i	i	i	i	i	i	i
42	COc1ccc2c(c1)CCc1c(C(=O)Nc3ccn(Cc4ccc(C)cc4)n3)noc1-2	-0.6	i	i	i	i	i	i	i	i	i	i
43	CC(C)(C)C(=O)Nc1cccc(-c2nnc(-c3cccc(NC(=O)C(C)(C)C)c3)o2)c1	9.0	i	i	i	i	i	i	i	i	i	i
44	CC1CCCCN1C(=S)NCc1ccccc1 (stereo not given)	4.4	i	i	i	i	i	i	i	i	i	i
45	CC(=O)NN1C(=O)/C(=C\c2ccc(Cl)cc2)SC1=S	-8.1	i	i	i	i	i	i	i	i	i	i
46	N#CC1=C(N)SC(N)=C(C#N)C1C1C=CCCC1 (stereo not given)	-2.2	i	i	i	i	i	i	i	i	i	i
47	Cn1cc(C(=O)C(=O)N2CCCC2)c2ccccc21	-2.2	i	i	i	i	i	i	i	i	i	i
48	COc1ccc(S(=O)(=O)N2CCCC(C(=O)NCc3ccc4c(c3)OCO4)C2)cc1 (stereo not given)	2.4	i	i	i	i	i	i	i	i	i	i
49	Cc1cccn2c(=O)c(C=O)c(N3CCN(c4ccc(F)cc4)CC3)nc12	-8.3	i	i	i	i	i	i	i	i	i	i
50	Cc1ccc(-c2nnn(CC(=O)N(CC(=O)NC3CCCCC3)c3cccc(F)c3)n2)o1	16.6	i	i	nt	i	i	i	i	nt	nt	nt

The list continues:
entry	Structure	SKKanGAS inh	TRPC6 activator	TRPC6 inhibitor	MrgX1 ag	TRPC4 potent	TRPC4 act	TRPC4 inh	TMEM16A act	MrgX1 antag	MrgX1 PAM	ANO1 block
51	Cc1ccc(-n2c(SCC(=O)NCC3CCCO3)nc3c(c2=O)SCC3)cc1 (stereo not given)	nt	nt	nt	i	nt	nt	nt	i	i	i	i
52	CC[N+](C)(C)CCN(Cc1ccc(Cl)cc1)c1ccccn1	-4.0	i	-6.41*	i	i	i	i	i	i	i	i
53	CC1CN(C(=O)CCC(=O)NCCCN2CCN(Cc3ccccc3)CC2)c2cc(Cl)ccc2O1 (stereo not given)	-1.5	i	i	i	i	i	i	i	i	i	i
54	Cc1nc2ccccc2c(=O)n1CCN1CCOCC1	-3.9	i	i	i	i	i	i	i	i	i	i
55	NNC(=O)COc1ccccc1[N+](=O)[O-]	0.9	i	i	i	i	i	i	i	i	i	i
56	O=C(c1ccccc1Cl)N1CCc2ccccc2C1	4.3	i	i	i	i	i	i	i	i	i	i
57	COc1ccccc1C1=NC(c2ccccc2)CN1c1ccccc1 (stereo not given)	17.6	i	i	i	i	i	i	i	i	i	i
58	CC(C)(C)OC(=O)N1CC=C2C(C#N)=C(N)C(C#N)(C#N)C(c3cccs3)C2C1 (stereo not given)	2.8	i	i	i	i	i	i	i	i	i	i
59	COc1ccc(C2CC(c3ccccc3)Nc3nc(NC(=O)c4ccco4)nn32)cc1 (stereo not given)	1.6	i	i	i	i	i	i	i	i	i	i
60	CC1(C)OC2OC(C(=O)N/N=C/c3cc(Br)ccc3O)C3OC(C)(C)OC3C2O1 (stereo not given)	29.1	i	i	i	i	i	i	i	i	i	i
61	COC(=O)c1ccc(Cn2cnc3c(sc4nc(N5CCOCC5)c5c(c43)CCCC5)c2=O)o1	29.1	i	i	i	i	i	i	i	i	i	i
62	COc1ccccc1CN(Cc1nc2ccccc2c(=O)[nH]1)C(=O)Nc1ccc(C)cc1	4.9	i	i	i	i	i	i	i	i	i	i
63	CS(=O)(=O)c1ccccc1C(=O)Nc1ccc2sccc2c1	0.1	i	i	i	i	i	i	i	i	i	i
64	O=C(CCNS(=O)(=O)c1ccc2[nH]c(=O)oc2c1)NCc1ccc(F)cc1	-12.1	i	i	i	i	i	i	i	i	i	i
65	COC(=O)C1C(O)=C(C=Nc2ccccc2)C(=O)CC1(C)C (stereo not given)	-4.0	i	i	i	i	i	i	i	i	i	i
